Fam108B counter: blocks mouse Fam108B hydrolase in RBBP9 counter-screen; recombinant Fam108B, FP-Rh probe fluorescence polarization; AID 1947; inhibition, % at 9.51 µM; actives 0.33% (n = 300,000);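 active = inhibition above the screen mean inhibition plus 3 SD, computed separately per campaign, cut at about 18% in these data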;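 also: inhibitors lower polarization as less probe binds the enzyme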
MCL1 BIM primary: MCL1-BIM-BH3 interaction inhibition (human); Q07820; GST-MCL1 / FITC-Bim-BH3 fluorescence polarization; inhibition, % at 10.9 µM; actives 0.68% (n = 320,000); AID 2057;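 active = inhibition above the mean inhibition of all tested compounds plus 3 SD, set per campaign, cut at about 40% in these data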;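 also: 0% = DMSO wells and 100% = unlabeled Bim-BH3 peptide control; higher means more loss of mP so more displacement of Bim peptide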
VLA-4 inh: inhibition in a human VLA-4 binding assay; inhibition, % (about 7 µM as worked out from the volumes in the protocol); actives 0.2% (n = 330,000); AID 2557; VLA-4 expressing cells, ligand binding flow cytometry; in the data active = inhibition above about 50%
GLD-1 RNA inh: GLD-1-TGE RNA interaction inhibition (C. elegans); Q17339; inhibition, % at 5.96 µM; actives 0.44% (n = 320,000); purified GLD-1 + fluorescein TGE RNA, fluorescence polarization; AID 2280;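 active = percent inhibition above a per-plate cutoff, the plate mean of test compounds plus 3 SD, cut at about 30% in these data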;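 also: 0% = DMSO wells with GLD-1 and probe and 100% = wells lacking GLD-1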
Target sequence (Q17339 whole entry, looked up): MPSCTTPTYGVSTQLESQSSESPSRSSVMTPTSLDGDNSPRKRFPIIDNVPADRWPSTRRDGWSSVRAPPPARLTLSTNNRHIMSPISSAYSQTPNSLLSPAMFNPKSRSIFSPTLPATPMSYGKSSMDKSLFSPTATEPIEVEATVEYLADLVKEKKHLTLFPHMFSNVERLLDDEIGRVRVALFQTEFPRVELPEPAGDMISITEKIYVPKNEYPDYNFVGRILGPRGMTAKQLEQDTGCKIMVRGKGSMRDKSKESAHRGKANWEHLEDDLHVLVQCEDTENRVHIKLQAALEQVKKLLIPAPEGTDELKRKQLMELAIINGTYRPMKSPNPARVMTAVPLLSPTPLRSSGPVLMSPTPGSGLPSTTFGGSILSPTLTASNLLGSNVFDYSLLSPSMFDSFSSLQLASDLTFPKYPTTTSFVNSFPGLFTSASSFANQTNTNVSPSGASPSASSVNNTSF
BCLXL inh: Bcl-xL (human) inhibition | Q07817 | GST-Bcl-xL / FITC-Bim BH3 peptide fluorescence polarization | inhibition, % at 10.9 µM | actives 0.7% (n = 320,000);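 active = inhibition above the mean of all tested compounds plus 3 SD, cutoff set per campaign, cut at about 30% in these data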;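 also: 0% = DMSO wells and 100% = unlabeled Bim-BH3 peptide competitor; inhibitors lower millipolarization by displacing the labeled peptide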
PME-1 primary: blocks human protein phosphatase methylesterase 1; Q9Y570; recombinant PME-1, FP-Rh probe fluorescence polarization; inhibition, % at 5.9 µM; actives 0.53% (n = 320,000);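 active = inhibition above the campaign mean of all compounds plus 3 SD, cut at about 26% in these data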;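 also: competitive labeling of PME-1 active site by serine hydrolase directed probe; 0% = PME-1 with DMSO and 100% = wells lacking PME-1 enzyme; inhibitors block probe labeling so polarization falls and inhibition rises; many of its hits are not listed in these tables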
Efflux pump mplx: antifungal efflux pump inhibition, Nile Red retention | S. cerevisiae Candida pump triplex | inhibition, % at 10 µM | actives 0.44% (n = 330,000) | AID 485275;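 active = plate passing quality check with inhibition over a set limit, or well fluorescence over plate mean plus 4 SD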;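 also: Nile Red retained in pooled yeast measured as flow cytometry median fluorescence; 0% = buffer negative control and 100% = Enniatin B positive control; higher means more Nile Red kept so more efflux inhibition; some compounds called inactive have numbers as strong as hits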
GRK2 inh: human GRK2 inhibition via aptamer displacement; bead flow cytometry, FAM-aptamer displacement from GRK2; inhibition of aptamer binding, % at 10 µM; actives 0.59% (n = 330,000); AID 488847;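 active = inhibition of aptamer binding above 40%, roughly 3 SD of noise, on plates passing a quality check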;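 also: median bead fluorescence of bound FAM aptamer so fluorescent compounds give negative values; no value below 0 was filed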
MEX-5 binding: C. elegans MEX-5 TCR-2 RNA binding activity; Q9XUB2; MEX-5/FITC-TCR2 RNA binding, fluorescence polarization; stronger effect = lower value; activity score (negative = inhibition of binding), % at 10 µM; actives 0.38% (n = 300,000); AID 1832;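 active = inhibition past about -25% in most replicates, and total fluorescence under double the plate's negative control median, limit read from the data; inconclusive = replicates evenly split on the limit, or fluorescence at least double controls; inactive = too little inhibition in most replicates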;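 also: 0% = DMSO and -100% = 5 µM competing unlabeled TCR2 RNA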
Target sequence (Q9XUB2 whole entry, looked up): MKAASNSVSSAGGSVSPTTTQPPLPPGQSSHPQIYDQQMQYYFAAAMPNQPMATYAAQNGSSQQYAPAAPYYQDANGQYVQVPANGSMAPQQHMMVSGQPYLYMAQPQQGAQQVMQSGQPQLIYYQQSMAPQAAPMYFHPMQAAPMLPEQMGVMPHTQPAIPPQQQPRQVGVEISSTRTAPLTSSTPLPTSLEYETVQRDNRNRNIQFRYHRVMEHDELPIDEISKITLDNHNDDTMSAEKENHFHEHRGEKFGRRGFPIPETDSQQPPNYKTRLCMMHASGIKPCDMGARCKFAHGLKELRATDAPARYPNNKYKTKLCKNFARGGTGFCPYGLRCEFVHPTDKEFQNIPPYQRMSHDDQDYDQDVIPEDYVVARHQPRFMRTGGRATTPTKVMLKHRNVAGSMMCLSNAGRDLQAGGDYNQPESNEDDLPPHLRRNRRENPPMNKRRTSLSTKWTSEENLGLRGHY
* marks the source's active call; other numbers are inactive results; ? = inconclusive; . = not tested or not shown.

item	molecule	Fam108B counter	MCL1 BIM primary	VLA-4 inh	GLD-1 RNA inh	BCLXL inh	PME-1 primary	Efflux pump mplx	GRK2 inh	MEX-5 binding
1	COc1ccccc1C1CC(c2ccc(Cl)cc2)Nc2nc(N)nn21 (stereo not given)	0	4	4	0	10	3	-0.1	2	-1.2
2	CCCN(CC(=O)Nc1ccccc1C)C(=O)c1ccc(N2CCOCC2)c([N+](=O)[O-])c1	3	-1	-4	-2	1	1	0.0	0	-2.4
3	CCOC(=O)C1CCN(C(=S)NC(=O)c2cccs2)CC1	3	6	-10	-3	2	-15	0.2	2	0.5
4	Cc1c(NS(=O)(=O)c2cccc(C(=O)NCc3ccccc3)c2)c(=O)n(-c2ccccc2)n1C	4	9	8	-7	0	-4	0.1	2	0.8
5	COc1cccc(OC)c1C(=O)Nc1nnc(-c2ccc(F)cc2)s1	-5	13	-4	3	-3	-9	0.2	0	1.9
6	COc1cc(NC(=O)c2ccc(=O)[nH]n2)cc(OC)c1OC	0	-1	12	3	0	3	0.1	1	-1.9
7	CC(C)(C)OC(=O)NCCCCC1=CC2=CC(=O)C(C)(OC(=O)c3ccco3)C(=O)C2=CO1 (stereo not given)	-1	61*	-2	49*	29	2	0.0	3	-15
8	COc1ccc(OCc2nc3ccccc3[nH]2)cc1	-5	5	8	3	5	-11	0.1	3	-2.1
9	Cc1ccc(C)c(S(=O)(=O)N2CCCC2CNC(=O)C(=O)NC2CC2)c1 (stereo not given)	-4	4	8	4	5	-2	-0.1	1	1.6
10	CCOC(=O)c1nn(-c2ccccc2)c(C#N)c1N	2	14	-10	-11	3	-6	0.0	0	0.6
11	COc1ccccc1C/C(N)=N/OC(=O)COc1cccc(C)c1C	6	-9	-4	4	-6	-3	-0.1	2	0.1
12	CCOc1ccc(NC(=S)N2CCN(S(C)(=O)=O)CC2)cc1	.	.	1	.	.	.	0.1	2	-1.2
13	COc1cc(Cl)c(C)cc1NC(=O)Cc1ccc(OC)c(OC)c1	-1	3	7	6	1	1	0.1	2	2.1
14	Cc1ccc(S(=O)(=O)N2CCN(C(=O)c3cc(C4CC4)nc4c3cnn4C(C)C)CC2)cc1	.	-21	1	0	-11	-3	0.0	0	.
15	CCOC(=O)C(=NC1CCS(=O)(=O)C1)NNc1ccccc1Cl (stereo not given)	10	5	-4	3	9	5	-0.3	1	1.2
16	CC(=O)NCC(=O)NC1CCCc2c1cnn2-c1ccccc1F (stereo not given)	3	0	24	0	1	-4	0.1	2	-0.2
17	COCCCNc1nc2c(c(=O)n(Cc3ccc(F)cc3)c(=O)n2C)n1C	0	-5	7	-1	4	5	-0.2	0	1.7
18	CCCCNC(=O)C1CCN(c2nc(OC)nc(OC)n2)CC1	-2	6	8	2	4	3	0.1	0	0.6
19	Cc1ccc(C(=O)NCC(=O)NCCSc2ccc(Br)cc2)cc1	1	7	11	3	6	-1	-0.1	0	-0.1
20	C=C(C)Cn1c(C)cc(C)c(S(=O)(=O)c2ccccc2C)c1=O	-1	3	2	0	9	13	0.1	0	-1.5
21	CC(NC(=O)COc1cccc(Br)c1)C(=O)O (stereo not given)	3	1	7	4	5	0	-0.1	3	0.4
22	Cc1ccc(CNC(=O)CCS(=O)(=O)c2cccc3nsnc23)cc1	-2	3	-5	-7	3	6	-0.3	0	1.7
23	CCOC(=O)C1CCN(C(=O)c2cc(-c3ccncc3)nc3ccccc23)CC1	.	5	9	10	7	10	0.0	0	.
24	C/C(O)=C\c1nc2ccccc2oc1=O	2	-4	4	2	3	3	0.2	0	-1.2
25	Cc1ccsc1/C=N/NC(=O)c1ccc(Cn2cc(Br)cn2)o1	6	12	8	-1	7	-8	-0.7	3	0.1

Record cards (already shown).
CC(NC(=O)COc1cccc(Br)c1)C(=O)O (stereo not given) reads Fam108B counter: 3; MCL1 BIM primary: 1; VLA-4 inh: 7; GLD-1 RNA inh: 4; BCLXL inh: 5; PME-1 primary: 0; Efflux pump mplx: -0.1; GRK2 inh: 3; MEX-5 binding: 0.4
COc1cc(Cl)c(C)cc1NC(=O)Cc1ccc(OC)c(OC)c1 reads Fam108B counter: -1; MCL1 BIM primary: 3; VLA-4 inh: 7; GLD-1 RNA inh: 6; BCLXL inh: 1; PME-1 primary: 1; Efflux pump mplx: 0.1; GRK2 inh: 2; MEX-5 binding: 2.1

The listing picks up, starting 3 compounds before the break.
item	molecule	Fam108B counter	MCL1 BIM primary	VLA-4 inh	GLD-1 RNA inh	BCLXL inh	PME-1 primary	Efflux pump mplx	GRK2 inh	MEX-5 binding
23	CCOC(=O)C1CCN(C(=O)c2cc(-c3ccncc3)nc3ccccc23)CC1	.	5	9	10	7	10	0.0	0	.
24	C/C(O)=C\c1nc2ccccc2oc1=O	2	-4	4	2	3	3	0.2	0	-1.2
25	Cc1ccsc1/C=N/NC(=O)c1ccc(Cn2cc(Br)cn2)o1	6	12	8	-1	7	-8	-0.7	3	0.1
26	Cc1ccc(CN2CCN(Cc3cn(C)nc3-c3ccccc3)CC2CCO)o1 (stereo not given)	0	3	3	4	4	3	0.1	0	-1.0
27	O=C(CSc1ccc(-c2cccc([N+](=O)[O-])c2)nn1)NC1CCCC1	-4	-1	18	5	2	-2	0.0	0	-1.4
28	Cc1nc(SCc2nc3c(F)cccc3[nH]2)c2oc3ccccc3c2n1	.	.	-2	-1	.	.	-0.2	4	.
29	CC(=O)Oc1ccc(C(=O)Nc2ccccc2C(=O)N2CCCCC2)cc1	-2	5	11	5	4	9	0.1	0	1.9
30	COc1ccc(C(C(=O)NCc2ccccc2)N(C(=O)c2snc(C(N)=O)c2N)c2ccccc2OC)cc1 (stereo not given)	1	-1	-1	2	1	-2	0.3	5	0.6
31	N#Cc1ccccc1OCC(O)CS(=O)(=O)c1ccccc1 (stereo not given)	0	-3	13	1	4	-3	0.0	2	2.0
32	Cn1cncc1C(=O)c1ccccc1	3	15	-4	4	6	-2	-0.1	2	0.8
33	COCCCn1c(C)nc2c(c1=O)c1nc3ccccc3nc1n2CCc1ccccc1	-2	3	-29	-1	4	-2	0.2	2	-8.3
34	O=C(CCn1c(=O)c2cccn2c2ccc(F)cc21)NCCc1ccccc1	-2	12	10	-5	4	0	0.0	11	-0.7
35	O=C(N/N=C/c1cc(Br)c(O)c(Br)c1O)c1ccc2c(c1)OCCO2	11	32	-13	-8	4	1	-0.1	1	?
36	Cc1ccc(S(=O)(=O)Nc2c(NC3CCCCC3)c3ccccc3oc2=O)c(C)c1	0	2	22	5	0	-2	0.3	1	1.1
37	CC1NC(=O)c2ccccc2-n2c1nc1cc(F)ccc1c2=O (stereo not given)	.	6	5	-8	5	-1	-0.2	3	.
38	N#Cc1ccc(S(=O)(=O)N2CCC(N3CCCCC3)CC2)cc1	0	-2	5	-6	2	-4	-0.3	2	1.4
39	CCOC(=O)c1c(C)c(C(=O)NCc2cccnc2)c(C)n1CC	3	1	6	4	2	1	0.0	0	0.0
40	COc1ccc(S(=O)(=O)Nc2ccc3c(c2)C(=O)N([C@H](C)CO)C[C@H](C)[C@H](CN(C)Cc2ccc(C(=O)O)cc2)O3)cc1	.	.	3	-8	.	.	-0.2	0	.
41	Cc1ccc2nc(NCCCO)nc(-c3ccccc3)c2c1	-1	12	-3	16	17	-3	0.0	1	0.0
42	CC(OC(=O)C1CCN(S(=O)(=O)c2ccc(Cl)cc2)CC1)C(=O)N1CCc2ccccc21 (stereo not given)	-2	-8	-11	1	-8	0	-0.1	0	-0.8
43	NC(=O)c1cc(S(=O)(=O)N2CCN(c3cccc(Cl)c3)CC2)cs1	-7	-8	1	4	-5	2	0.0	0	-2.1
44	Cc1c([N+](=O)[O-])cc(C(=O)Nc2ccc(Cc3ccncc3)cc2)cc1[N+](=O)[O-]	-1	0	-14	-11	0	7	0.1	1	1.5
45	O=C(CSC(=S)N1CCCC1)c1ccccc1	0	5	-19	0	3	4	0.1	0	-0.9
46	CCCN(CCC)S(=O)(=O)c1ccc(C(=O)NCc2ccco2)cc1	-2	8	-6	1	-1	-6	-0.1	64*	0.5
47	CCCn1c(CN2CCN(C(=O)OCC)CC2)nc2cc(NC(=O)C(C)C)ccc21	-2	-4	12	0	2	-3	1.9	0	-0.9
48	COc1ccc2c3c([nH]c2c1)C1CC2C(CC(O)C(OC)C2C(=O)O)CN1CC3 (stereo not given)	-2	41*	17	-3	40*	-3	0.2	3	-35*
49	O=C(CN1C(=O)CSC1=O)NC1CCCCC1	-4	-4	7	-10	-6	3	0.0	0	0.5
50	Cc1ccc(Oc2ccc(-c3nc(N)nc(N)n3)cc2)cc1	1	-10	9	4	2	-8	0.0	3	.
51	Cc1ccc(Sc2cc(C(F)(F)F)nc(N(C)C)n2)cc1	-1	10	-5	4	1	1	-0.1	1	0.2
52	Cc1cccc(-c2cc(C(=O)Nc3ccc4c(c3)OCCO4)c3ccccc3n2)c1	-9	-9	6	4	-6	-19	0.1	3	-0.3
53	CCOC(=O)C1=C2c3ccc4ccccc4c3CC(C)(C)N2C(=O)C1=O	0	2	4	11	5	1	0.2	1	1.2
54	CCC(NC(=S)NC1CCCCC1)c1ccc(C)cc1 (stereo not given)	.	.	8	.	.	.	0.1	0	-3.2
55	CCOC(=O)C1=C(C)Nc2nc(SCC)[nH]c(=O)c2C1c1ccncc1 (stereo not given)	1	7	8	6	5	0	0.0	7	-0.3
56	CC1=C(C(=O)OCc2ccccc2)C(c2ccc(C(F)(F)F)cc2)NC(=O)N1CCCCCC(=O)O (stereo not given)	1	5	.	-1	3	5	.	.	3.5
57	CCC(C)NC(=O)C1CCC(=O)N1Cc1ccc(C)cc1 (stereo not given)	0	-3	-5	-6	-6	-5	0.4	0	-4.5
58	COc1cccc(Nc2nnc(SCC3CCCCO3)s2)c1 (stereo not given)	1	2	49	8	5	-5	-0.1	1	0.7
59	Cc1ccsc1-c1nc(CN2CCN(C)C(=O)[C@@H]2C)c(C)o1	-2	-2	0	0	5	-1	-0.1	2	0.4
60	NC(=O)c1cc(-c2ccccc2)nc(N2CCOCC2)n1	7	-3	9	-2	1	4	0.0	3	1.2
61	O=c1oc2c(CN3CCOCC3)c(O)c(Cl)cc2c2c1CCCC2	-4	1	16	-6	5	-6	0.4	2	-4.0

A few values from above:
#55 in Fam108B counter is listed with 1
#60 in Efflux pump mplx is listed with 0.0

Screening data as filed in PubChem BioAssay.

Not all compounds are listed; the hit share may differ from the screen's.
